OX1R antag-1: antagonists of human orexin 1 receptor (OX1R). inhibition, % at 6.6 µM. OX1R-expressing cells, FRET antagonist read-out. actives 1.8% (n = 330,000). O43613. AID 485270; in the data active means inhibition mostly above about 38%, no sharp cut-off; inactive means mostly below about 40%;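 further: 0% = agonist challenge alone and 100% = reference antagonist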
Target sequence (O43613 whole entry, looked up): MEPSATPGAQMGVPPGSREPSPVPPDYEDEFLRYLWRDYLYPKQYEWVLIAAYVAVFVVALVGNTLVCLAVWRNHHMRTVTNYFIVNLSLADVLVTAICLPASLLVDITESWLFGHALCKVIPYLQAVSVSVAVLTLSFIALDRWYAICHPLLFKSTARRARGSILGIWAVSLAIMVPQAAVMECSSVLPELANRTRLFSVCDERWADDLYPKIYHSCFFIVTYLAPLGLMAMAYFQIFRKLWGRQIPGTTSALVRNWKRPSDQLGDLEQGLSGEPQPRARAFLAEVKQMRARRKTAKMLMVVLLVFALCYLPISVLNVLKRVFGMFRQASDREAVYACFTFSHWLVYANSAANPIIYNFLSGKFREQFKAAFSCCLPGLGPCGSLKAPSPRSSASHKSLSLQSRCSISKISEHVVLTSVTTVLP
OX1R antag-2: blocks the human orexin 1 receptor; CHO/OX1R cells, Fluo-8 calcium fluorescence, orexin A; inhibition, % at 5 µM; actives 0.43% (n = 330,000); AID 434989;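 active means inhibition above its plate's threshold, mean inhibition of all tested compounds on the plate plus 3 SD, cut at about 37% in these data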;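 further: 0% = orexin A challenge wells and 100% = SB-334867-A antagonist wells; not every result past the cut was called active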
An asterisk follows results filed as active.

O=C(NC(=S)Nc1ccccc1O)c1ccc(Cl)cc1Cl
  OX1R antag-1: 25.8; OX1R antag-2: -12.9

O=C1CN(S(=O)(=O)c2ccc(F)cc2)c2ccccc2N1
  OX1R antag-1: 29.5; OX1R antag-2: 0.7

O=C(NN=C1CCCCCCCCCCC1)c1ccccc1F
  OX1R antag-1: 10.4; OX1R antag-2: -12.7

C[C@H](CO)N1C[C@H](C)[C@@H](CN(C)S(=O)(=O)c2cccs2)Oc2ccc(NC(=O)Cn3cnnn3)cc2C1=O
  OX1R antag-1: 1.0; OX1R antag-2: -15.4

CCCCNC(=O)CN(C1CCCCC1)S(C)(=O)=O
  OX1R antag-1: 6.5; OX1R antag-2: -2.2

CC1CCC2(CC1)NC(=O)N(CC(=O)NCCc1ccc(F)cc1)C2=O (configuration not stated)
  OX1R antag-1: 1.1; OX1R antag-2: -6.8

CN(c1ncc(C(F)(F)F)cc1Cl)N1C(=O)c2cccc(N)c2C1=O
  OX1R antag-1: 19.4; OX1R antag-2: -29.8

CCOc1cc(NC(=O)c2ccco2)c(OCC)cc1NC(=O)CCC(=O)NCc1cccnc1
  OX1R antag-1: 2.3; OX1R antag-2: -37.3

CN1CCN(CCNC(=O)Nc2ccc(Cl)cc2)CC1
  OX1R antag-1: 5.2; OX1R antag-2: -10.0

O=C1CC(c2ccc(S(=O)(=O)NCc3ccncc3)cc2)CN1 (configuration not stated)
  OX1R antag-1: 14.3; OX1R antag-2: 0.1

COc1ccc(NC(=O)N(C)C[C@H]2Oc3c(NS(=O)(=O)c4ccc(F)cc4)cccc3C(=O)N([C@H](C)CO)C[C@@H]2C)cc1
  OX1R antag-1: 2.4; OX1R antag-2: -33.8

O=C(O)C1C2C=CC(C2)C1C(=O)N1CCc2ccccc21 (configuration not stated)
  OX1R antag-1: 4.1; OX1R antag-2: 1.1

O=C(c1cccc2c1-c1ccccc1C2)N1CCCCC1
  OX1R antag-1: 1.0; OX1R antag-2: -23.6

CN(N=Nc1cccc([N+](=O)[O-])c1)c1cccc([N+](=O)[O-])c1
  OX1R antag-1: 7.8; OX1R antag-2: -18.3

O=C1OCCC1Sc1ncnc2sccc12 (configuration not stated)
  OX1R antag-1: 8.8; OX1R antag-2: -9.5

COc1ccc(/C=C/C(=O)c2ccc(C)c([N+](=O)[O-])c2)cc1O
  OX1R antag-1: 18.4; OX1R antag-2: -17.6

CC(NC(=O)Cn1c(NCCO)nc2ccccc21)c1ccccc1 (configuration not stated)
  OX1R antag-1: 1.6; OX1R antag-2: -16.4

O=C(NCc1ccccc1)C1CCN(S(=O)(=O)c2cccc3cccnc23)CC1
  OX1R antag-1: 15.2; OX1R antag-2: -10.1

COc1ccc(C2(C(=O)O)CCCC2)cc1
  OX1R antag-1: 12.7; OX1R antag-2: -8.9

CCOC(=O)C1C(C)=C(Nc2ccc(OC)cc2)C(=O)N1c1ccc(OC)cc1 (configuration not stated)
  OX1R antag-1: 4.8; OX1R antag-2: -11.9

O=C(c1cncc(Br)c1)N1CCN(S(=O)(=O)c2ccccc2)CC1
  OX1R antag-1: 11.9; OX1R antag-2: -9.8

CCCCCCOc1ccc(C(CC(=O)O)C(N)=O)cc1 (configuration not stated)
  OX1R antag-1: 18.4; OX1R antag-2: -1.3

C=CCn1c(N)cc(=O)nc1SCC(=O)Nc1ccc(C(=O)OCC)cc1
  OX1R antag-1: 10.0; OX1R antag-2: -19.6

O=C(CCC1CCCN(C(=O)CCCc2ccccc2)C1)N1CCN(c2ccccn2)CC1 (configuration not stated)
  OX1R antag-1: 15.5; OX1R antag-2: -19.2

O=C(CNC(=O)C1COc2ccccc2O1)N/N=C/c1ccc([N+](=O)[O-])cc1 (configuration not stated)
  OX1R antag-1: 30.5; OX1R antag-2: -2.5

CCCc1nnc(NC(=O)CCC(=O)O)s1
  OX1R antag-1: 6.8; OX1R antag-2: -13.6

O=c1oc2ccc(C#CC3(O)CCCCC3)cc2cc1-n1cc(-c2ccsc2)nn1
  OX1R antag-1: 4.4; OX1R antag-2: -14.0

O=C(CCn1nc(-c2ccccc2)ccc1=O)N1CCOCC1
  OX1R antag-1: 6.7; OX1R antag-2: -6.2

Cc1ccc(C(=O)NCCNC(=O)c2ccco2)cc1C
  OX1R antag-1: 14.6; OX1R antag-2: -4.6

CCc1cc2cccc(C)c2nc1SCC(=O)c1ccc(NC(C)=O)cc1
  OX1R antag-1: 52.6*; OX1R antag-2: 33.6

Cc1cc2ccccn2c1C(=O)c1cccc(S(=O)(=O)N2CCOCC2)c1
  OX1R antag-1: 25.3; OX1R antag-2: -21.4

CCOC(=O)/C=C/C(=O)Nc1ccccc1C(=O)NC1CCCCC1
  OX1R antag-1: 13.3; OX1R antag-2: -38.0

COc1ccc2[nH]c(=O)c(CN(C(=O)c3cccnc3)c3ccccc3)cc2c1
  OX1R antag-1: 20.6; OX1R antag-2: -34.5

Cc1cc(C(=O)CSc2nnc(-c3ccc4c(c3)OCO4)o2)c(C)n1-c1ccc(F)cc1
  OX1R antag-1: 14.7; OX1R antag-2: -19.9

CCc1c(C)nc2cc(-c3ccccc3)[nH]n2c1=O
  OX1R antag-1: 4.8; OX1R antag-2: -4.2

CC(C)C(CCNCc1ccccn1)c1ccc(Cl)cc1 (configuration not stated)
  OX1R antag-1: -0.1; OX1R antag-2: -3.0

COc1c(F)c(F)cc2c(=O)c(C(=O)O)cn(C3CC3)c12
  OX1R antag-1: 12.2; OX1R antag-2: -12.1

CC(=O)Nc1ccc(S(=O)(=O)NCC2CCC(C(=O)NC(C)c3ccc4c(c3)OCCO4)CC2)cc1 (configuration not stated)
  OX1R antag-1: 5.5; OX1R antag-2: -12.0

COc1ccc(CNC(=O)c2cc3c(=O)n4ccccc4nc3n(CC3CCCO3)c2=N)cc1 (configuration not stated)
  OX1R antag-1: 54.9*; OX1R antag-2: -27.9

CCCCOc1ccc(/C(O)=C2/C(=O)C(=O)N(CCCOC)C2c2ccncc2)cc1 (configuration not stated)
  OX1R antag-1: 2.3; OX1R antag-2: -23.0

COc1cc(CNCCc2ccc(S(N)(=O)=O)cc2)ccc1OCc1ccc(Cl)cc1
  OX1R antag-1: 2.6; OX1R antag-2: 9.8

Cc1cccc(N2C(=O)CN=C2Nc2nc(C)cc(C)n2)c1
  OX1R antag-1: 24.2; OX1R antag-2: 2.8

Cc1ccc(-n2[nH]c(C)c(C=Nc3ccc4[nH]c(=O)[nH]c4c3)c2=O)cc1C
  OX1R antag-1: 7.2; OX1R antag-2: -1.7

COc1ccc(C2C(C(=O)N3CCCC3)c3cc(OC)c(OC)cc3C(=O)N2C)cc1 (configuration not stated)
  OX1R antag-1: 8.2; OX1R antag-2: -21.6

CNc1cc(CSc2ccc(Cl)cc2)nc(C)n1
  OX1R antag-1: 20.8; OX1R antag-2: -17.2

CCCC1C(=O)Nc2ccccc2N1C(=O)c1cccc(C)c1 (configuration not stated)
  OX1R antag-1: 6.3; OX1R antag-2: -32.3

Cc1cccn2c(=O)nc(SCC(=O)Nc3ccc4c(c3)OCO4)nc12
  OX1R antag-1: 11.1; OX1R antag-2: -7.3

CCN(C(=O)CSc1nnnn1-c1cc(C)ccc1OC)C1CCS(=O)(=O)C1 (configuration not stated)
  OX1R antag-1: 13.5; OX1R antag-2: -13.7

COC(=O)c1cc(S(=O)(=O)NCc2cccc(Br)c2)c[nH]1
  OX1R antag-1: 3.0; OX1R antag-2: -5.0

COc1ccc(-c2nnc(SCc3nnc(-c4ccccc4)o3)n2C)cc1OC
  OX1R antag-1: 20.4; OX1R antag-2: -24.3

A second format for part of the listing above:
Values run as follows: OX1R antag-1, OX1R antag-2
> CCCc1nnc(NC(=O)CCC(=O)O)s1
→ 6.8, -13.6
> O=c1oc2ccc(C#CC3(O)CCCCC3)cc2cc1-n1cc(-c2ccsc2)nn1
→ 4.4, -14.0
> O=C(CCn1nc(-c2ccccc2)ccc1=O)N1CCOCC1
→ 6.7, -6.2
> Cc1ccc(C(=O)NCCNC(=O)c2ccco2)cc1C
→ 14.6, -4.6
> CCc1cc2cccc(C)c2nc1SCC(=O)c1ccc(NC(C)=O)cc1
→ 52.6*, 33.6
> Cc1cc2ccccn2c1C(=O)c1cccc(S(=O)(=O)N2CCOCC2)c1
→ 25.3, -21.4
> CCOC(=O)/C=C/C(=O)Nc1ccccc1C(=O)NC1CCCCC1
→ 13.3, -38.0
> COc1ccc2[nH]c(=O)c(CN(C(=O)c3cccnc3)c3ccccc3)cc2c1
→ 20.6, -34.5
> Cc1cc(C(=O)CSc2nnc(-c3ccc4c(c3)OCO4)o2)c(C)n1-c1ccc(F)cc1
→ 14.7, -19.9
> CCc1c(C)nc2cc(-c3ccccc3)[nH]n2c1=O
→ 4.8, -4.2
> CC(C)C(CCNCc1ccccn1)c1ccc(Cl)cc1 (configuration not stated)
→ -0.1, -3.0
> COc1c(F)c(F)cc2c(=O)c(C(=O)O)cn(C3CC3)c12
→ 12.2, -12.1
> CC(=O)Nc1ccc(S(=O)(=O)NCC2CCC(C(=O)NC(C)c3ccc4c(c3)OCCO4)CC2)cc1 (configuration not stated)
→ 5.5, -12.0
> COc1ccc(CNC(=O)c2cc3c(=O)n4ccccc4nc3n(CC3CCCO3)c2=N)cc1 (configuration not stated)
→ 54.9*, -27.9
> CCCCOc1ccc(/C(O)=C2/C(=O)C(=O)N(CCCOC)C2c2ccncc2)cc1 (configuration not stated)
→ 2.3, -23.0
> COc1cc(CNCCc2ccc(S(N)(=O)=O)cc2)ccc1OCc1ccc(Cl)cc1
→ 2.6, 9.8

(list continues)
SMILES	OX1R antag-1	OX1R antag-2
O=C(OCCN1C(=O)c2ccccc2C1=O)C1CCN(S(=O)(=O)c2cccs2)CC1	9.5	-21.0
COc1ccc(C(=O)N/N=C/c2ccc(OC)c(CN3CCN(c4ccc(F)cc4)CC3)c2)cc1	15.1	-12.1
Cc1oc(-c2ccccc2Cl)nc1CN(Cc1ccccn1)C[C@@H]1CCC(=O)N1	21.2	-22.1
COc1ccccc1NC(=O)Cn1c(=O)oc2cc(S(=O)(=O)N3CCCC3)ccc21	11.4	-0.3
CC(NC(=O)CN(c1ccc(Cl)cc1)S(C)(=O)=O)c1ccccc1 (configuration not stated)	17.0	-13.2
O=C(CSc1nc(-c2ccc(F)cc2)cs1)NC(=O)NCc1ccco1	7.9	-24.8
CSCCC(NC(=O)c1ccccc1)C(=O)NCc1ccco1 (configuration not stated)	5.5	-13.7
CN1CCN(/N=C/c2ccc(OCc3ccccc3)cc2)CC1	4.2	-6.5
CC(C)CNc1c(N)c(=O)oc2ccccc12	1.6	-10.7
O=C1C(Cl)=C(NCCN2CCCCC2)C(=O)c2ccccc21	90.0*	-10.6
O=C(CN(CC1CCCO1)C(=O)CNS(=O)(=O)c1ccccc1)NCc1ccc(F)cc1 (configuration not stated)	2.9	7.4
Cc1cccc(NC(=O)C2CCN(S(=O)(=O)c3c(C)c(C)cc(C)c3C)CC2)n1	10.0	-18.8

SMILES	OX1R antag-1	OX1R antag-2
O=C(NN=C1CCCCCC1)c1cc2ccccc2cc1O	30.9	-9.9
CCCCC(=O)Nc1ccc(C)c(O)c1	13.0	2.2
CC(C)C(=O)N1CCC2(CC1)Oc1ccc(Cl)cc1C(=O)C21CC(c2ccccc2)=NO1 (configuration not stated)	8.7	-24.5
CC(=O)c1cccc(NC(=O)CSCc2ccc(Br)cc2)c1	24.6	5.0
Cc1ccc(-c2cc(-c3ccccc3)c3c(N)c(S(C)(=O)=O)sc3n2)cc1	6.5	-22.5
CCC(C(=O)OC)n1cnc2c(nnn2-c2ccc(C)cc2)c1=O (configuration not stated)	0.5	-15.2
O=C(N(c1ccccn1)c1ccccn1)C12CC3CC(CC(Cl)(C3)C1)C2	20.0	8.7
CCN(CC)c1cc(Oc2ccccc2)ncn1	0.7	3.8
O=C(OCc1ccccc1)c1ccccc1O	6.5	-17.1
CC(C)CN1CCN(Cc2cccn2-c2cccnc2)CC1CCO (configuration not stated)	7.1	-7.8
CCOc1ccc(N=c2scc(-c3ccc(OC)cc3)n2CCO)cc1	20.2	-28.9
CCOC(=O)N1CCC(N2C(=O)c3ccc(C(=O)NCCC(C)C)cc3C2=O)CC1	-4.3	10.5

SMILES	OX1R antag-1	OX1R antag-2
O=S(=O)(c1ccc(NC(=S)NC2CC2)cc1)N1CCOCC1	29.1	-10.4
O=C(/C=C/c1ccc(Cl)cc1Cl)n1cccn1	6.4	-3.5
CCOC(=O)Cc1csc(NC(=O)COc2ccc3ccccc3c2)n1	37.5	-16.5
COc1ccc(CC(=O)N[C@@H](CCSC)C(=O)N2CCC3(CC2)NCCc2[nH]cnc23)cc1	1.9	-11.9
COCCSc1ccccc1C(=O)NCc1ccc(S(N)(=O)=O)cc1	4.7	-6.4
COc1ccc(OC)c(NC(=O)Cn2cc(C=O)c3ccccc32)c1	25.2	-20.0
CC(C)(C)NC(=O)CN(CCN1CCOCC1)C(=O)CNS(=O)(=O)c1ccccc1	13.5	0.0
O=C(CSc1nc2ccccc2o1)NCC(=O)c1ccccc1	28.2	-31.8
C/C(CC(C)C)=N\Nc1ccc(S(N)(=O)=O)cc1[N+](=O)[O-]	23.6	-7.5
Cc1sc2ncnc(Sc3nc4ccccc4s3)c2c1C	30.4	-31.8
CCCSc1nc2c(c(=O)n1CC)SC(C)C2 (configuration not stated)	6.4	-14.4
COCCCC1CCN(C(=O)C2CCC(=O)N(CCc3ccccc3)C2)CC1 (configuration not stated)	24.4	-19.6

SMILES	OX1R antag-1	OX1R antag-2
Cc1cccc(C(=O)NC(=S)N(C)C2CCCCC2)c1	23.7	-16.7
O=C(N/N=C/c1c[nH]c2ccccc12)c1ccccc1	-9.4	-10.1
CCCC(=O)Nc1ccc(C(=O)NNC(=O)COc2ccc(Br)c(C)c2)cc1	4.7	17.6
FC(F)(F)c1nnc(N2CCN(c3ccc(Cl)cc3)CC2)s1	5.6	-5.0
c1ccc(CN2CCC3(CC2)Nc2ccccc2CO3)cc1	20.9	-15.9
CC(C(=O)c1ccc(-c2ccccc2)cc1)[n+]1cccc(C(N)=O)c1 (configuration not stated)	4.7	-8.1
Cc1cc(C(=O)N2CCCC(N3CCN(c4cccc(Cl)c4)CC3)C2)nc(C)n1 (configuration not stated)	2.3	-26.9

Source: PubChem (The Scripps Research Institute Molecular Screening Center)
